Screening data deposited in PubChem by National Center for Advancing Translational Sciences (NCATS).
IkB signaling: inhibitors of IkB signaling in ABC-DLBCL cells; ABC-DLBCL IkBa-CBG/CBR dual luciferase ratio, 4 h; response scale: scaled: untreated 0%, proteasome inhibitor 100%; AID 445; Potency, µM (series often up to 57.1 µM), for inactives: at the highest dose IkBa stabilization activation; 0.04% of 110,000 active; active = well fitted curve in the direction sought with a large enough effect in the signal ratio, not every such curve was filed as active; inconclusive = small, poorly fitted or top-dose-only effect, or a change in a side signal; the % refers to the signal ratio;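 also: the direction sought is a rising ratio; 0% = basal untreated cells and 100% = reference inhibitor full response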
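Curves were fitted separately to fusion (green), unfused (red) and ratio luminescence, then classed by r2, magnitude and activity. Cells: OCI-Ly3, 4 h compound plus doxycycline at 37C; 10 uM MG-132 defined full response.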
p53ts 32C tox: kills p53ts cells at the permissive temperature; H1299-p53A138V at 32C, ATP luminescence viability, 24 h; Potency, µM (top dose mostly 46.1 µM), for the others: at the highest dose activity change, negative = cytotoxicity, actives largely listed as cytotoxic; 0.93% of 130,000 active; AID 924;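 also: 0% = DMSO and -100% = full killing by reference compound; nearly all actives have a fitted effect of over 55% in size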
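ATP-content luminescence (ATPlite) read-out after 24 h compound exposure at 32C in H1299-p53A138V cells (600/well). Tested up to 46 uM. Normalized to DMSO (0%) and 100 uM tamoxifen (100% killing); Hill-fit AC50.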
p53ts 39C kill: cytotoxicity in p53ts cells at nonpermissive temperature; H1299-p53A138V viability at 39C, ATP luminescence, 24 h; Potency, µM (titrated, usually from 46.1 µM), inactives show at the top dose activity change, negative = cell killing, usual class: cytotoxic; 1.5% of 130,000 active; also: nearly all actives have a fitted effect of over 55% in size
Imprint erasure: inducers of genomic imprint erasure in mouse ES cells. Potency, µM (top dose mostly 60.7 µM), inactives show top-dose activity change, positive = activation, usual class: activators. 0.02% of 110,000 active. mouse ES Peg3-LacZ reporter, beta-gal luminescence, 40 h;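 also: 0% = negative control wells on the plate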
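Imprint erasure is scored as LacZ activity from the silenced maternal Peg3 allele in feeder-free female ES cells cultured 40 h with LIF. Luminescence is normalized to in-plate negative controls and fitted to the Hill equation.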
* hit, by the source's call; ? = inconclusive; · = no result given; [ ] = remark or other dose. Unless noted, calls follow the shape of the dose curve; as a rule, active = well fitted curve in the direction sought with a large enough effect; inconclusive = small, poorly fitted or top-dose-only effect, or another doubt; inactive = no such curve, though single readings can be large; an effect the other way counts as inactive or inconclusive. Unless noted, % is scaled to controls: 0 for no effect and ±100 for the full control effect; potency is read from the fitted curve at half-maximal effect.

#	structure	IkB signaling	p53ts 32C tox	p53ts 39C kill	Imprint erasure
1	CCOc1ccccc1C1C(C#N)=C(N)Nc2onc(-c3ccccc3)c21 (stereo not drawn)	0.0%	-4%	-15%	-7%
2	Cc1ccc(NC(=O)CSc2ncc(-c3ccccc3)[nH]2)cc1	?	8%	-23%	-11%[10.9 µM]
3	Cc1ccc(S(=O)(=O)Cn2nnnc2C(C(C)C)N2CCN(Cc3ccco3)CC2)cc1 (stereo not drawn)	-0.1%	9%	-4%	-9%
4	COc1ccccc1N1CCN(C(=O)c2ccc(S(=O)(=O)N3CCCCCC3)cc2)CC1	?	1%	4%	-21%
5	COC(=O)COc1ccc(S(=O)(=O)Nc2ccc(C(N)=O)cc2)cc1	0.6%	5%	5%	-5%
6	O=C(c1cc(-c2ccncc2)nc2ccc(Br)cc12)N1CCN(c2ccccn2)CC1	-4.7%	8%	-2%	4%
7	Cc1csc(NC(=O)CSc2nnc(-c3ccncc3)n2C)n1	-2.0%	0%	4%	·
8	O=C(CSc1nnc(-c2ccccc2)n1Cc1ccccc1)N1CCCC1	1.5%	-2%	3%	-1%
9	CCSc1nnc(N2C(=O)CC(c3ccsc3)C3=C2CC(C)(C)CC3=O)s1 (stereo not drawn)	2.0%	1%	-7%	-24%
10	CCC(=O)Nc1cccc(NC(=O)CSc2nnnn2C2CCCC2)c1	1.0%	1%	-6%	-12%
11	CCOC(=O)c1cc(-c2ccc(OC)cc2)n(CCC(=O)NCc2ccc(OC)cc2)c1C	-0.8%	24%	24%	-13%[10.9 µM]
12	CCOc1ccc(C(=O)c2ccncc2)cc1	-0.9%	2%	10%	-7%
13	COc1ccc(C2C(C#N)=C(N)Oc3n[nH]c(-c4ccccn4)c32)c(OC)c1OC (stereo not drawn)	-1.8%	-5%	-4%	-7%
14	CCCc1cc(=O)oc2cc(C)cc(OCC(=O)O)c12	1.2%	9%	18%	-2%
15	COC(=O)[C@@H]1C[C@H]1[C@@H](NC(=O)c1cc(C)on1)c1ccccc1	·	-7%	-14%	-9%
16	Cc1csc(/C(C#N)=N/O)n1	0.5%	-2%	4%	-9%
17	CCN(CC)S(=O)(=O)c1ccc(NC(=O)c2ccc3c(=O)n4c(nc3c2)CCCCC4)cc1	?	12%	-25%	-14%[10.9 µM]
18	CCOC(=O)C1=C(C)NC(=O)N[C@@H]1c1coc2cc(C)cc(C)c2c1=O	2.8%[11.4 µM]	18%[9.22 µM]	4%[9.22 µM]	5%[10.9 µM]
19	COc1ccccc1-c1nnc(SCC(=O)c2ccc(F)cc2)n1-c1ccccc1	?	-2%	-1%	-13%[10.9 µM]
20	CC(=O)c1ccc(OC(=O)c2c(-c3ccccc3Cl)noc2C)cc1	?	13%	-11%	-7%[10.9 µM]
21	O=C(CSc1ncccc1-c1nc2ccccc2[nH]1)NCc1ccco1	?	-11%	-15%	-45%[inhibitor]
22	CC(C)(C)c1ccc(C(=O)NC2=NC(c3cccc(F)c3)CC(=O)N2)cc1 (stereo not drawn)	0.7%	2%	?	-8%[10.9 µM]
23	COc1ccc(-n2nnnc2S(=O)(=O)CC(=O)N2CCCCC2)cc1	?	20µM*	?	-35%[inhibitor]
24	CC(/C=N/n1cnnc1)=C\c1ccco1	0.8%	-2%	16%	-14%

Record cards, as listed above:
Entry for `COc1ccc(-n2nnnc2S(=O)(=O)CC(=O)N2CCCCC2)cc1` = IkB signaling = ?; p53ts 32C tox = 20µM*; p53ts 39C kill = ?; Imprint erasure = -35%[inhibitor]
Entry for `CC(/C=N/n1cnnc1)=C\c1ccco1` = IkB signaling = 0.8%; p53ts 32C tox = -2%; p53ts 39C kill = 16%; Imprint erasure = -14%
Entry for `CC(=O)c1ccc(OC(=O)c2c(-c3ccccc3Cl)noc2C)cc1` = IkB signaling = ?; p53ts 32C tox = 13%; p53ts 39C kill = -11%; Imprint erasure = -7%[10.9 µM]

Later entries
#	structure	IkB signaling	p53ts 32C tox	p53ts 39C kill	Imprint erasure
25	CCOC(=O)CN1C2=NCCN2c2ccccc21	0.9%	3%	1%	-4%
26	O=C(NCc1ccccc1)C1CCCN1S(=O)(=O)c1cccc2cccnc12 (stereo not drawn)	-2.4%	3%	-5%	-6%
27	Cc1noc(C)c1-c1cc(NCCN2CCOCC2)ncn1	1.8%[11.4 µM]	3%	-17%	?
28	COc1cccc(N2CCN(C(=O)c3cnc4c(-c5ccc(F)cc5)c(C)nn4c3C)CC2)c1	?	10%	-26%	-14%[10.9 µM]
29	COc1ccc(C2(C(=O)Nc3ccc(C(=O)O)cc3)CCOCC2)cc1	0.4%	3%	6%	0%
30	Cc1cc(S(=O)(=O)N2CCN(Cc3ccccc3)CC2)c(C)s1	5.2%	-4%	-9%	-14%
31	Cc1ccc(OCCCC(=O)N2CCOCC2)c(C)c1	0.3%	5%	6%	-11%
32	Cc1ccc(NCc2cccn2-c2nnc(N3CCC(C(=O)NCCC(C)C)CC3)s2)cc1	?	-7%	-24%	-6%[10.9 µM]
33	CCc1nnc(SCc2nc(-c3cccc(Cl)c3)oc2C)c2cc3sc(C)cc3n12	-2.8%	-2%	-9%	15%[10.9 µM]
34	Cc1cc(C)cc(NC(=O)CSc2nccn2C2CCCC2)c1	-1.2%	7%	-3%	-10%[10.9 µM]
35	O=S1(=O)N=C(Oc2ccccc2)c2ccccc21	-0.8%	3%	-5%	-4%
36	CC(C)(C)c1ccc(C(=O)NC(Cc2c[nH]c3ccccc23)C(=O)OCC(=O)c2ccc(Cl)cc2)cc1 (stereo not drawn)	1.4%	7%	13%	-11%[10.9 µM]
37	CCC(=O)N1CCc2cc(CNS(=O)(=O)c3c(C)cc(C)cc3C)ccc21	0.1%	14%	-2%	-6%[10.9 µM]
38	CN(C)c1ccc(P(=O)(OCc2ccccc2)C(O)c2ccncc2)cc1 (stereo not drawn)	1.9%	14%	3%	5%
39	Cc1[nH]c(=O)[nH]c(=O)c1CSc1nnc([C@@H](NC(=O)OC(C)(C)C)C(C)C)o1	0.3%	-5%	4%	1%
40	Cc1cccn2c(=O)c(C(=O)NCCc3ccccc3)c(O)nc12	?	-4%	-21%	-7%[10.9 µM]
41	CCOC(=O)CCc1c(C)c2ccc(OC(C)C(=O)OCC)c(C)c2oc1=O (stereo not drawn)	2.4%	-5%	13%	-14%
42	O=C(CSC1=NCCS1)NC1CCCCC1	0.5%	3%	6%	0%
43	CC1CCN(C(=O)CSc2nc(-c3ccc(F)cc3)cc(C(F)(F)F)n2)CC1	?	5%	7%	10%[10.9 µM]
44	COc1ccccc1C(=O)Nc1c2c(nn1-c1cccc(C)c1C)CS(=O)C2 (stereo not drawn)	-0.8%	-3%	3%	-9%
45	CCc1cccc(C)c1NC(=O)CSc1nc(C)cc(C)c1C(=O)Nc1ccccc1	?	3%	6%	-7%[10.9 µM]
46	O=c1nc2c(-c3ccccc3F)n[nH]n2c2ccccc12	?	?	?	-91%[inhibitor]
47	Clc1cccc(-c2nc3nc4ccccc4nc3n2Cc2ccco2)c1	?	-13%	5%	-26%
48	CCN1CCN(C(c2cccs2)C(C)NC(=O)c2ccccc2F)CC1 (stereo not drawn)	0.0%	-4%	13%	-1%
49	CC(=O)c1cccc(NC(=O)COc2ccc(S(=O)(=O)N3CCCCC3)cc2)c1	?	6%	-6%	-9%
50	CSc1ccccc1-n1nnnc1SCc1ccccc1	0.7%	1%	-7%	-20%
51	NC(N)=NCCCC(=O)O	1.4%[11.4 µM]	-1%[9.22 µM]	-1%[9.22 µM]	-15%[10.9 µM]
52	COC(=O)N1CCC2(CCCN(c3ccc(-c4ccccc4)cc3)C2)CC1	1.8%[11.4 µM]	-29%	-13%	·
53	O=C(Nc1cnccn1)c1ccncc1	-5.5%	12%	17%	-4%
54	Cn1cc(/C=N/n2cnc3sc4c(c3c2=O)CCCC4)c2ccccc21	8.3%	-6%	-6%	2%
55	Cc1nc(NC(=O)C2CCCCC2)sc1C	·	18%	10%	·
56	CC(=O)CCc1ccc(OCCCCn2cncn2)cc1	-2.2%	0%	10%	-8%
57	COc1ccc(CNC(=O)C2CCN(C(=O)c3cnn(-c4ccccc4)c3-n3cccc3)CC2)cc1	-0.7%	-4%	-11%	-15%[10.9 µM]
58	Cc1ccc(-n2nc(C)c3c2OC(N)=C(C#N)C3c2cccs2)cc1 (stereo not drawn)	?	-5%	-16%	18%
59	COc1ccc(C(=O)N2c3nc(-c4ccco4)nn3C3(CCCCC3)[C@@H]3CCCC[C@@H]32)cc1OC	1.3%	4%	-5%	21%[10.9 µM]
60	CCOc1ccc2nc(N3CCN(C(=O)c4ccco4)CC3)sc2c1	?	4%	-13%	-8%[10.9 µM]
61	CCCN(Cc1cccs1)C(=O)Nc1ccccc1C	?	8%	-12%	-7%[10.9 µM]
62	CCCCCOC(=O)C1C2C=CC3(CN(c4ccccc4C)C(=O)C13)O2 (stereo not drawn)	-1.0%	-2%	8%	0%
63	Cc1cccc(NC(=O)c2cc3c([nH]c4ccccc43)c(C)n2)c1C	·	-3%	14%	·
64	NNC(=O)CCSc1ccccc1	2.0%[11.4 µM]	1%[9.22 µM]	-2%[9.22 µM]	7%[10.9 µM]
65	Cc1ccc(CNC(=O)CCCn2nc(C)c3c(C)n(-c4ccccc4)nc3c2=O)cc1	-1.2%	11%	-20%	-5%[10.9 µM]
66	CCOc1ccc(-c2noc(CCC(=O)O)n2)cc1	?	-27%	?	-73%[inhibitor]
67	O=c1cc2nc(-c3ccccc3)nc(SCc3cccc(Br)c3)n2[nH]1	-0.2%	16%	7%	-5%[10.9 µM]
68	COc1ccccc1-c1nnc(SCC(=O)Nc2ccccc2F)o1	?	-19%	-1%	-43%[inhibitor][10.9 µM]
69	COc1cc(C(=O)NCCCc2nc3ccccc3n2CC(C)C)cc(OC)c1OC	-1.8%	-6%	29%	-7%[10.9 µM]
70	CN1CCN(CCNC(=O)c2cnn(-c3ccc(Cl)cc3)c2C2CCN(C(=O)OC(C)(C)C)CC2)CC1	?	-4%	18%	16%[10.9 µM]
71	Cc1ccc(C)c(Cn2c3ccccc3c3cnn(CC(=O)NC(C)c4ccccc4)c(=O)c32)c1 (stereo not drawn)	3.0%	-9%	?	17%[10.9 µM]
72	Cc1c(C(=O)Nc2ccc(F)c(Cl)c2)oc2ccc(S(=O)(=O)N(C)C3CCCCC3)cc12	?	12%	-18%	-17%[10.9 µM]
73	CCCCCOC(=O)CC(C(=O)OCCCCC)N1CCCCC1 (stereo not drawn)	·	-5%	21%	·
74	Cc1cccc2c(-c3ccccc3)cc(=O)[nH]c12	·	6%	13%	·
75	O=c1oc(-c2cccs2)nc2c1cnn2-c1ccccc1	?	6%	2%	-14%
76	CCOC(=O)C1CCCN(CCCc2ccccc2)C1 (stereo not drawn)	1.5%	-9%	-1%	3%
77	CCOc1ccc(N(C(=O)Cn2nnc3ccccc32)C(C(=O)NC(C)(C)CC)c2cccn2C)cc1 (stereo not drawn)	·	-1%	-16%	·
78	COc1cc(OC)cc(OCC(O)Cn2cnc3cc(C)c(C)cc32)c1 (stereo not drawn)	2.6%	-4%	-10%	-17%
79	CC(C)CCNC(=O)c1ccc(Cn2c(SCC(=O)NC(C)C)nc3ccccc3c2=O)cc1	-0.8%	-2%	19%	-9%[10.9 µM]
80	Cn1c(SCC(=O)Nc2ccc(NC(=O)c3cccs3)cc2)nnc1-c1ccncc1	·	5%	11%	·
81	Cc1cccc(C(=O)NCC(=O)OCc2cc(=O)n3nc(CC(C)C)sc3n2)c1	-1.9%	0%	-15%	-8%[10.9 µM]
82	O=S(=O)(NC1CCc2ccccc21)c1ccc(S(=O)(=O)N2CCCC2)cc1 (stereo not drawn)	?	6%	10%	-2%
83	COCc1cc(C)nc(SCC(=O)Nc2cc3c(cc2C#N)OCO3)c1C#N	5.6%	19%	4%	-10%
84	COc1ccc(OC)c(CNC(=O)c2nn(C)c3c2CS(=O)(=O)c2ccccc2-3)c1	?	-4%	6%	26%[10.9 µM]
85	Cc1cc(S(=O)(=O)N2CCCC2)ccc1OCC(=O)NCc1ccco1	1.0%	-2%	17%	-18%
